Source: PubChem (several laboratories)
COUP-TFII inh – blocks human COUP-TFII nuclear receptor. P24468. HEK293T NGFI-A luciferase reporter, luminescence. inhibition, % at 8.6 µM. 370,000 tested, 0.7% active. AID 686940;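 active means inhibition above a per-plate cutoff, mean inhibition of test wells between control levels plus 3 SD, cut at about 38% in these data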;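 further: cells cotransfected with COUP-TFII expression vector driving the NGFI-A reporter; 0% = median of COUP-TF2 test wells and 100% = reporter-only cells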
NR5A2 inv ag – NR5A2 inverse agonism in reporter assay | O00482 | HEK293T StAR-luciferase reporter, LRH-1 transfected, 24 h | inhibition, % at 3.6 µM | 360,000 tested, 0.13% active | AID 602396;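 active means inhibition above the mean inhibition of all tested compounds plus 3 SD, cut at about 73% in these data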;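 further: 0% = DMSO wells and 100% = reporter-only cells lacking LRH-1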
EBV LMP1 NFkB – Epstein-Barr LMP1 NF-kappaB reporter inhibition; LMP1-induced NF-kappaB luciferase reporter cells, luminescence; inhibition, % at 12.5 µM; 350,000 tested, 0.69% active; in the data active means inhibition above about 41%;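 further: 0% = neutral control wells and 100% = reference inhibitor control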
SRC2 inh – human SRC2 (NCOA2) inhibition. Q15596. HEK293 GAL4-SRC2 luciferase reporter, luminescence. inhibition, % at 9 µM. 370,000 tested, 0.17% active;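 active means inhibition above the mean inhibition of all tested compounds plus 3 SD, set per campaign, cut at about 52% in these data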;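 further: 0% = DMSO treated cells and 100% = cells given Gossypol at 36 µM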
SRC3 inh – inhibits human SRC3 coactivator; AID 588352; inhibition, % at 3.6 µM; 360,000 tested, 0.17% active; Q9Y6Q9; HEK293 GAL4-SRC3 luciferase reporter, luminescence;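 active means inhibition above a per-campaign cutoff, the mean of all compounds plus 3 SD, cut at about 60% in these data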;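 further: 0% = DMSO-treated cells and 100% = gossypol-treated cells at 36 µM; higher means less SRC3-driven luciferase light from the GAL4 reporter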
C8 TRAIL sens – caspase-8 TRAIL sensitization. NB7+C8 cells + TRAIL, ATPlite viability luminescence. 360,000 tested, 1% active. inhibition (viability loss, TRAIL sensitization), % at 10 µM;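 active means compounds causing at least 50% loss of cell viability in the single-dose screen, relative to plate controls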
TLR9-MyD88 block – blocks human TLR9 binding to MyD88 | Q9NR96+Q99836 | CHO BLA complementation TLR9-MyD88, CCF4 FRET ratio | inhibition, % at 4.98 µM | 340,000 tested, 0.21% active | AID 504734;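 active means inhibition above the mean over all tested compounds plus 3 SD, cut at about 21% in these data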;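 further: 0% = DMSO only wells and 100% = clavulanate BLA inhibitor control wells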
Target sequence (Q99836 whole entry, looked up): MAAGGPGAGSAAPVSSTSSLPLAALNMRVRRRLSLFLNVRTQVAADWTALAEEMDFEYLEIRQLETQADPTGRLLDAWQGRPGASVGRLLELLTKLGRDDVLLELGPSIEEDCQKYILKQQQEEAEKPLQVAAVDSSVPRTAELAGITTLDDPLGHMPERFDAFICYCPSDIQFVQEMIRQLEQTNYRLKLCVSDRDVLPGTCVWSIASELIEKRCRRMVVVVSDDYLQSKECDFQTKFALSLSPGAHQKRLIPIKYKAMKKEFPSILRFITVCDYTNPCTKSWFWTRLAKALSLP
Target sequence (Q9NR96 whole entry, looked up): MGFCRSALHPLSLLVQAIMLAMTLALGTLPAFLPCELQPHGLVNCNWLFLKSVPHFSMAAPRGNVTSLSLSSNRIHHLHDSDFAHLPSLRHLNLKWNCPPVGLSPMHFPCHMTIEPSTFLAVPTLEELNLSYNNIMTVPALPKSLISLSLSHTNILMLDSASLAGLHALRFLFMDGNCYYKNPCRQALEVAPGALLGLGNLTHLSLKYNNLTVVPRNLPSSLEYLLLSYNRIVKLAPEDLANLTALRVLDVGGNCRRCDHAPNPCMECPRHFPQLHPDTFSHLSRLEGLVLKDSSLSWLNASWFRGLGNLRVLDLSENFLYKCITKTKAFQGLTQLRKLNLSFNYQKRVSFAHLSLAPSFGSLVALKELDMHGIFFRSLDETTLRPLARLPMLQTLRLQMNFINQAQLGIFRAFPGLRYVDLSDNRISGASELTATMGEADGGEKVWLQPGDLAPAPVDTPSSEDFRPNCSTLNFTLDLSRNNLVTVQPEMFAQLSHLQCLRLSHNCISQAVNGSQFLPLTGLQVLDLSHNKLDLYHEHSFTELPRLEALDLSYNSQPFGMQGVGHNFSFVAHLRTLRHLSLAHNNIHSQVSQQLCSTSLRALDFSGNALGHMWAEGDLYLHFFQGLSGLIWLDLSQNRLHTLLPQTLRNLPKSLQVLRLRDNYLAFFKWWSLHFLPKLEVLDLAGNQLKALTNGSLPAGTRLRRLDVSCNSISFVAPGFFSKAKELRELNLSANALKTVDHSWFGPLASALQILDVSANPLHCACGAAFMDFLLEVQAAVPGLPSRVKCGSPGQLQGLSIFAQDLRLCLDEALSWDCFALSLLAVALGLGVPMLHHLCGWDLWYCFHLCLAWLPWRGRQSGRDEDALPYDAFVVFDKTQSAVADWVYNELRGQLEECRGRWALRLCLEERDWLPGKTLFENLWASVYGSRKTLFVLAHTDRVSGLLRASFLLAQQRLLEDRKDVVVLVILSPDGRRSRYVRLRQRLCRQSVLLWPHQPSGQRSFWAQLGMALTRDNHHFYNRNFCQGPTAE
Vif inh – blocks HIV Vif function. HEK293T cells, Vif self-association by quenched fluorescence, imaging, 24 h. 340,000 tested, 0.35% active. AID 602346. inhibition, % at 7.49 µM; in the data active means inhibition above about 50%, passing the limit was not always enough; further: some results filed as inactive read as strong as hits
TROY NFkB inh – inhibitors of TROY-dependent NF-kB signaling. Q293 LMP1-TROYcd NF-kB luciferase reporter, 4 h. inhibition, % at 10 µM. 360,000 tested, 0.98% active;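 active means compounds whose plate-normalised and pattern-corrected inhibition of the luciferase reporter signal at the single screening dose is 50% or more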
NCOA1 inh – inhibits human SRC1 coactivator; AID 588354; 360,000 tested, 0.12% active; inhibition, % at 3.6 µM; Q15788; HEK293 GAL4-SRC1 luciferase reporter, luminescence;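 active means inhibition above the campaign mean plus 3 SD, with each screening campaign given its own cutoff, cut at about 60% in these data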;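 further: 0% = DMSO treated cells and 100% = gossypol at 36 µM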
NOD2 RIPK2 PPI – inhibitors of human NOD2-RIPK2 interaction | O43353 | CHO BLA complementation NOD2-RIPK2, CCF4 ratio | inhibition, % at 4.98 µM | 360,000 tested, 0.38% active; in the data active means inhibition above about 21%;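 further: 0% = vehicle only and 100% = reference blocker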
Numbers without * were called inactive; . = no result given. A portion of the library. The share of hits here may be higher or lower than overall.

SMILES	COUP-TFII inh	NR5A2 inv ag	EBV LMP1 NFkB	SRC2 inh	SRC3 inh	C8 TRAIL sens	TLR9-MyD88 block	Vif inh	TROY NFkB inh	NCOA1 inh	NOD2 RIPK2 PPI
Cc1ccc([N+](=O)[O-])c(OCCN2C(=O)NC(C)(C)C2=O)c1	9	-8	5	6	4	-1	-3	0	3	-5	2
COc1ccc(CC(=O)N(C)CC(=O)Nc2ccccc2Cl)cc1S(=O)(=O)N1CCOCC1	12	-7	-1	15	5	-1	8	-2	-4	-9	-7
CC(C)CC(NC(=O)c1ccccc1NC(=O)c1ccccc1)C(=O)O (centres undefined)	8	10	-8	5	20	-2	-4	-1	17	18	5
COc1ccc(C(=O)NC(=S)Nc2nc(-c3ccc(OC)c(Br)c3)cs2)cc1Br	-8	-15	9	-5	8	19	8	15	-18	-11	-3
O=C(CNC(=O)c1ccc(Br)o1)NC1CCCCC1	2	-5	6	-28	7	-5	0	-5	-11	-3	-8
COc1ccc(OC)c(NC(=O)CSc2nnc(Cn3c(=O)sc4ccccc43)n2C)c1	-2	7	-9	6	-6	2	-5	-2	-10	15	1
Cc1cccc(N2CCN(C(=O)N3CCCCC3)CC2)c1C	-1	-14	-1	1	-17	6	0	-3	5	-4	-2
COc1ccc2c(c1)nc(SCC(O)c1ccccc1)n2C (centres undefined)	-31	-10	-4	16	-12	-10	-8	-1	-37	7	-12
CCC1(c2ccccc2)NC(=O)N(CC(=O)N(C)CC(=O)Nc2ccc(F)c(F)c2F)C1=O (centres undefined)	4	2	0	-4	14	-9	0	-3	0	-13	-10
CCCOc1ccc(C2C(C(=O)c3ccc(C)o3)=C(O)C(=O)N2CCN2CCOCC2)cc1OC (centres undefined)	19	-10	3	-25	7	-13	-7	12	1	7	-3
CCn1c(Cc2ccccc2)nnc1SCC(=O)Nc1ccc(N2CCOCC2)c(Cl)c1	-4	29	4	-21	60	22	-2	2	-6	-3	-8
C[C@H](CO)N1C[C@H](C)[C@@H](CN(C)Cc2ccc(Cl)c(Cl)c2)OCc2cnnn2CCCC1=O	3	-5	7	-24	4	3	-4	-1	2	9	11
CC(C)CN(C(=O)Cn1nnc(-c2ccc(Cl)cc2)n1)C1CCS(=O)(=O)C1 (centres undefined)	-5	1	2	1	6	-12	4	23	-3	11	-2
COc1ccc(C(=O)NCC2COc3ccccc3O2)cc1S(=O)(=O)N1CCOCC1 (centres undefined)	23	-8	4	11	6	0	-3	4	2	12	-4
S=c1[nH]nc(-c2ccc3ccccc3n2)n1-c1cc(Cl)cc(Cl)c1	8	8	-4	9	6	-12	-3	-2	9	5	-13
c1coc(Cn2nnnc2CN2CCN(C3CCCC3)CC2)c1	0	9	1	-6	8	-12	-4	6	5	-6	5
Nc1nc(Nc2ccccc2)nc(NCc2ccccc2)c1[N+](=O)[O-]	-2	12	-13	7	-8	-10	4	-4	7	10	-4
CCc1ccc(S(=O)(=O)NCc2cn3ccccc3n2)s1	8	-3	-102	-27	10	-18	-5	-2	6	-2	-2
CC1(O)C(=O)c2ccccc2N(c2ccccc2)C1=O (centres undefined)	3	8	6	-29	28	-8	-2	2	-13	0	-1
CCCCn1nc2cc(C(=O)NCc3ccco3)ccc2c1OCC	9	19	-1	0	4	6	0	5	-4	-18	6

The final 4 records of the section above lead into the next.
SMILES	COUP-TFII inh	NR5A2 inv ag	EBV LMP1 NFkB	SRC2 inh	SRC3 inh	C8 TRAIL sens	TLR9-MyD88 block	Vif inh	TROY NFkB inh	NCOA1 inh	NOD2 RIPK2 PPI
Nc1nc(Nc2ccccc2)nc(NCc2ccccc2)c1[N+](=O)[O-]	-2	12	-13	7	-8	-10	4	-4	7	10	-4
CCc1ccc(S(=O)(=O)NCc2cn3ccccc3n2)s1	8	-3	-102	-27	10	-18	-5	-2	6	-2	-2
CC1(O)C(=O)c2ccccc2N(c2ccccc2)C1=O (centres undefined)	3	8	6	-29	28	-8	-2	2	-13	0	-1
CCCCn1nc2cc(C(=O)NCc3ccco3)ccc2c1OCC	9	19	-1	0	4	6	0	5	-4	-18	6
Nc1cc(=O)nc(SCC(=O)Nc2ccccc2Cl)n1-c1ccccc1	-2	9	-5	16	6	-5	6	-1	-8	-17	8
COc1ccc(NC(=O)Nc2cc(C)cc(C)c2)cn1	-8	-6	32	-22	1	-17	0	-2	-18	0	-20
CCOC(=O)c1c(C)[nH]c(C(=O)COC(=O)CCS(=O)(=O)c2ccc(C)cc2)c1C	10	23	-17	12	0	-5	0	-2	11	-7	-1
CC(C)(C)OC(=O)N1CCCC(C(=O)Nc2ccc(C(=O)NC3CC3)cc2)C1 (centres undefined)	12	-23	-2	14	7	9	4	0	-9	10	7
O=C1C2C3c4ccccc4C(c4ccccc43)C2C(=O)N1c1ccncc1 (centres undefined)	-1	11	-4	-5	8	2	-3	-6	-11	-11	1
COC(=O)C1(C)NC(c2ccc(OC)cc2)C2C(=O)N(c3ccccc3)C(=O)C21 (centres undefined)	-7	-17	3	-1	2	-3	-6	.	-10	2	-12
COc1cc(/C=N/NC(=O)Cc2csc(N3CCOCC3)n2)cc(OC)c1O	-10	7	3	-11	14	19	-5	3	-6	3	2
O=C(Nc1nnc(Cc2ccccc2)s1)c1ccco1	-43	-96	-16	-40	-70	-11	4	9	-29	-115	4
CS(=O)(=O)Nc1ccc2c(c1)[C@@H]1C[C@@H](CC(=O)NCc3cccnc3)O[C@H](CO)[C@@H]1O2	20	1	-3	-6	3	8	2	0	-6	6	-5
CCn1c(SCC(=O)N/N=C/c2ccc(C)s2)nc2ccccc21	-12	20	17	-32	-16	-26	10	4	-23	-2	-1
NCCCCC(=O)O	-5	4	-9	9	9	-1	3	-1	3	10	-9
COc1cc(NC(=O)NC(C)(C(F)(F)F)C(F)(F)F)cc(OC)c1OC	9	-3	0	0	5	-22	-8	4	6	-2	-2
CC1(c2ccccc2Cl)NC(=O)N(CC(=O)NCCC2=CCCCC2)C1=O (centres undefined)	3	3	-9	16	24	-11	7	2	13	-13	-2
Cn1c(=O)c2sccc2n(Cc2ccc(Br)cc2)c1=O	1	-21	3	9	14	7	-10	-14	14	20	17
COc1ccccc1NC(=O)NCCN1CCCCC1	15	11	5	-34	-6	-9	-6	19	-8	-24	-7
Cc1cccc(C2C3=C(Nc4[nH]n(-c5ccccc5)c(=O)c42)c2ccccc2C3=O)c1 (centres undefined)	-3	13	8	2	13	2	2	0	27	-3	-10
CC(NC=O)c1nc2ccccc2n1CCc1ccccc1 (centres undefined)	-13	2	-1	-26	13	18	-4	-2	-2	3	4
COC(=O)c1nnn(-c2nonc2N)c1CSc1ccc(Cl)cc1	-4	10	0	7	-19	-10	-3	-5	-4	-12	-5
CCc1cccc(NC(=O)NC(=O)Cn2nnc(C(=O)OC)c2C(=O)OC)c1	3	-9	1	-2	25	33	-13	0	12	10	-6
COc1ccc(/C=N/NC(=O)c2sc3nc(C)cc(C)c3c2N)cc1	-13	-2	8	-11	-10	23	0	8	-18	10	-2
Cc1ccccc1C(=O)N1[C@@H](C(C)C)COc2cc(Br)ccc2S1(=O)=O	-2	-11	9	-2	-22	17	-2	-3	18	-1	0
CN(C)/C=N/c1nc2nccc(-c3ccccc3)n2n1	2	-3	-2	17	-4	2	2	2	13	-11	-6
Cc1ccc(C)c(C(=O)Nc2c(C(N)=O)oc3ccccc23)c1	11	-5	-6	-3	8	1	3	-14	-9	-8	5
COc1cc(OC)nc(-n2ncc(OC)c(Br)c2=O)n1	-12	14	-10	1	22	8	-3	3	9	-41	6
Nc1ccn([C@@H]2O[C@H](CNCc3cc(Cl)ccc3OCc3ccc(Cl)cc3)[C@@H](O)[C@H]2O)c(=O)n1	-14	1	-2	-18	8	12	-1	11	-1	-16	9
Cc1cc(C)n(C(=O)COc2ccc(Cl)cc2Cl)n1	-2	0	-9	9	10	-2	-2	9	-42	1	-7
O=C(Nc1ccc(S(=O)(=O)Nc2ncccn2)cc1)c1ccc2ncsc2c1	5	-11	-1	11	-8	9	-6	3	-6	-7	-8
NC(=O)c1nn(CC(=O)Nc2cccc(S(=O)(=O)N3CCCCCC3)c2)c(=O)c2ccccc12	1	1	-3	0	-26	-8	-20	-4	3	8	-2
CCS(=O)(=O)Nc1ccc2c(c1)OCO2	-10	5	-12	21	9	2	0	-3	-47	-7	2
CCOc1ccccc1C(=O)OCC(=O)Nc1ncc(C(F)(F)F)cc1Cl	9	9	9	-5	8	-1	-4	12	13	-5	-8
COc1ccc(-c2noc(N3CCC(C(=O)N(C)c4ccccc4C)CC3)n2)cc1	25	7	5	13	0	-8	-3	1	7	-9	-5
O=C(CCNC(=O)c1ccc([N+](=O)[O-])cc1)NNC(=O)c1ccccc1F	-20	-3	4	11	8	7	-6	-1	1	-7	-14
COc1ccc(OC)c(NC(=O)C2C3C=CC(C3)C2C(=O)NCc2ccccn2)c1 (centres undefined)	5	3	-1	10	11	-44	2	6	0	-19	-8
C=CCSc1nnc2c(n1)OC(c1ccccn1)N(C(C)=O)c1ccccc1-2 (centres undefined)	-23	21	-1	-18	15	-3	-1	2	-51	14	-2
O=C(/C=C/c1ccc(Cl)cc1)OCC(=O)c1ccc[nH]1	1	29	3	6	3	-8	-7	-8	-35	-8	1
CNC(=O)N(O)C1N(/N=C/c2cc(Br)ccc2O)C(=S)SC1(C)C (centres undefined)	6	9	8	-27	-8	-11	4	-11	20	-2	12
O=S(=O)(NCc1ccccc1)c1ccc2ccccc2c1	17	6	6	11	2	2	3	1	-11	-1	-7
CC(NC(=O)C(C)(C)C)C(c1cccs1)N1CCOCC1 (centres undefined)	-8	1	-2	5	-6	11	1	0	-18	3	1
COc1cc(C2=NOC(C(=O)Nc3cccnc3)C2)cc(OC)c1OC (centres undefined)	17	-5	-2	-35	15	-5	5	11	4	8	8
COc1ccc(/C=C/C(=O)N(Cc2ccccc2)c2ccccn2)cc1OC	-8	8	-3	-12	16	5	9	-11	-8	6	-5
O=c1c(Cl)c(N2CCOCC2)cnn1-c1nc2ccccc2[nH]1	-26	-116	16	-20	-53	37	-15	-3	5	-102	2
Cc1cc(C)nc(NCCO)n1	13	17	5	-29	-3	-3	0	4	1	-16	-4
CC(C)COc1ccc(/C(O)=C2/C(=O)C(=O)N(CCN(C)C)C2c2ccncc2)cc1 (centres undefined)	-6	-12	0	24	-9	-1	1	.	37	2	-2
C(=N\Nc1nc(N2CCOCC2)nc(N2CCOCC2)n1)/c1cccnc1	2	4	3	-18	23	-2	-9	-2	-22	-16	-1
CC(C)(C)C1CCC(CN2CCC(CN3C(=O)C(=O)NC[C@@H]3Cc3ccccc3)CC2)CC1 (some centres undefined)	-4	21	-2	4	-10	10	-1	.	-4	-9	5
COc1ccc(-n2nc(C(=O)NCC(=O)N3CCN(Cc4ccccc4)CC3)c3ccccc3c2=O)cc1OC	5	20	8	15	9	2	3	-26	11	12	6
